Assay outcomes (PubChem)
NPC1 prom act: NPC1 promoter activation; Huh7 NPC1 promoter luciferase reporter, 24 h; Potency, µM (titrated, usually from 9.22 µM), without a hit: at the highest dose activation, most hits filed as activators; 2.4% of 320,000 active; AID 485313;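 note: potency is the fitted concentration of half-maximal effect; % of control where 0% means no effect; nearly all actives have a fitted effect of over 60% in size; reporter is driven by a mutant NPC1 promoter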
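Compounds in DMSO were transferred onto Huh7 NPC1-luciferase reporter cells pre-incubated 2 h; after 24 h at 37 °C, Amplite reagent was dispensed and luminescence recorded 10 min later.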
Giardia killer: kills Giardia lamblia; 0.15% of 340,000 active; activity change, % at 7.66 µM, hits read low; AID 540267; Giardia lamblia trophozoite viability; in the data active = activity change below about -80%; inconclusive = between about -30% and that limit;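 note: parasites exposed to compound for two days anaerobically before the ATP read; % is set by controls: 0 for no effect and ±100 for the full control effect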
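Trophozoite viability was measured as ATP-dependent luminescence, read 15-30 min after reagent addition. Before that, parasites at 100 cells/well were exposed to compounds for 48 h, anaerobically, at 37 deg C.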
Tb PFK block: T. brucei PFK enzyme inhibition | O15648 | T. brucei PFK, ADP-Glo luminescence | Potency, µM (highest dose often 57.5 µM), for the others: at the highest dose activity, negative = inhibition, hits mostly inhibitors | 0.17% of 330,000 active | AID 485367;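 note: potency is the fitted concentration of half-maximal effect; 0% = uninhibited 1x PFK enzyme wells and -100% = no-enzyme wells; nearly all actives have a fitted effect of over 60% in size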
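Luminescent ADP detection (ADP-Glo, two-step: ATP depletion then ADP-to-ATP conversion for luciferase) reported PFK activity after 45 min room-temperature reaction of 1.25 nM enzyme with 0.5 mM F6P and 0.1 mM ATP at pH 8.0.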
uPA surface inh: cell surface uPA generation inhibition | Potency, µM (titrated, usually from 38.3 µM), without a hit: at the highest dose activity change, negative = inhibition, most hits filed as inhibitors | AID 540303 | 0.31% of 330,000 active | cell surface uPA generation assay, qHTS; active = well fitted inhibition curve with a large enough effect; inconclusive = small, poorly fitted or top-dose-only effect; inactive = no such curve, though single readings can be large or run the other way; tested in mouse RAW 264.7 cells; note: potency is the fitted concentration of half-maximal effect; % is set by controls: 0 for no effect and ±100 for the full control effect; nearly all actives have a fitted effect of over 55% in size
ELG1 genotox: inducers of genotoxicity in HEK293T ELG1-luciferase cells; HEK293T ELG1-luciferase reporter, luminescence, 16 h; Potency, µM (doses to about 46 µM), without a hit: at the highest dose activity change, positive = activation, usual class: activators; 1.3% of 330,000 active; note: potency is the fitted concentration of half-maximal effect; % of control where 0% means no effect; nearly all actives have a fitted effect of over 60% in size
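Genotoxicity was scored as increased ELG1-luciferase reporter signal, measured by ONE-Glo luminescence (30 min, room temperature). Compound or vehicle exposure of the HEK293T reporter cells lasted 16 hr at 37°C.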
KCNH2 3.1 block: blocks the human KCNH2 3.1 channel isoform; 0.95% of 340,000 active; activity change, % (tested at about 1.8 µM); AID 720553; U2OS KCNH2 3.1, thallium flux FluxOr; hits give low values;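 active = maximum activity change below -70%; inconclusive = maximum activity change from -70% to -50%; inactive = maximum activity change above -50%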;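 note: thallium influx rate constant from kinetic fluorescence after stimulation buffer; % is set by controls: 0 for no effect and ±100 for the full control effect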
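Thallium flux read-out: FluxOr dye with Red40 quencher in HBSS/HEPES, 45 min at RT. Rate constants from kinetic reads were normalized to positive and negative DMSO controls. Cells: U2OS virally expressing the 3.1 isoform.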
Gal4-VP16 FLuc: counter-screen for ROR gamma inhibitors: Gal4-VP16 reporter. 3.5% of 310,000 active. Drosophila S2 Gal4-VP16 UAS-luciferase, luminescence, 20 h. AID 2546. Potency, µM (top dose mostly 53.6 µM), inactives show top-dose activity, negative = inhibition, usual class: inhibitors;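 note: Gal4-VP16 expression switched on by copper sulfate through the metallothionein promoter; potency is the fitted concentration of half-maximal effect; % is set by controls: 0 for no effect and ±100 for the full control effect; nearly all actives have a fitted effect of over 50% in size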
RORg inh: inhibitors of mouse ROR gamma transcriptional activity | P51450 | Drosophila S2 Gal4-RORgamma UAS-luciferase reporter, 20 h | Potency, µM (top dose mostly 53.6 µM), inactives show top-dose activity change, negative = inhibition, actives largely listed as inhibitors | 5.4% of 310,000 active | AID 2551; note: potency is the fitted concentration of half-maximal effect; % is set by controls: 0 for no effect and ±100 for the full control effect; nearly all actives have a fitted effect of over 60% in size
Target sequence (P51450 whole entry, looked up, the tested form may be a part): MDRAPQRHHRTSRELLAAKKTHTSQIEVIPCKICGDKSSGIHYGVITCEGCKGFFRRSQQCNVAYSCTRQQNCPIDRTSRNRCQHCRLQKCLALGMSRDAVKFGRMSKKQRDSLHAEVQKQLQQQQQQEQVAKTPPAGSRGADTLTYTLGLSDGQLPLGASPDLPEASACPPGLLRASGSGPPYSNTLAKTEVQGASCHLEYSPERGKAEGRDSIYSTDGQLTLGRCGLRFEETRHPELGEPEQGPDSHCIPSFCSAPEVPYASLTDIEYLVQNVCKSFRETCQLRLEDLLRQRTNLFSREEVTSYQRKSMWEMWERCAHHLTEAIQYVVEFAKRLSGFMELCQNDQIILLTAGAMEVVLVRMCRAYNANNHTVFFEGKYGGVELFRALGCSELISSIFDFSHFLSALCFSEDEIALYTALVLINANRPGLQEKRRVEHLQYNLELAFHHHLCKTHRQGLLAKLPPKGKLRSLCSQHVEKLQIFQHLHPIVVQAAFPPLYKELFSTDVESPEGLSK
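In this cell-based reporter format, copper sulfate (700 uM final) drives Gal4–ROR gamma fusion expression from a metallothionein promoter in Drosophila Schneider cells; compounds preincubated 1 hr, reporter read after 20 hr at ambient temperature.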
Rab9 promoter act: Rab9 promoter activation; Huh7 Rab9 promoter-luciferase reporter, luminescence, 24 h; Potency, µM (series often up to 9.22 µM), inactives show at the top dose activation, negative = inhibition, hits mostly activators; 2.8% of 320,000 active; AID 485297; note: potency is the fitted concentration of half-maximal effect; % of control where 0% means no effect; nearly all actives have a fitted effect of over 60% in size
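Promoter activation is measured as luciferase luminescence in Huh7 cells stably transfected with a Rab9 promoter–luciferase construct, following 24 h compound exposure at 37 °C and 10 min reagent incubation at ambient temperature.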
FLuc modulator: firefly luciferase modulation, counter-screen for miR-21 project; purified FLuc, Km substrates, luminescence inhibition; 6.9% of 360,000 active; AID 588342; P08659; Potency, µM (doses to about 57.5 µM), inactives show at the top dose activity change, negative = inhibition, usual class: inhibitors;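 note: potency is the fitted concentration of half-maximal effect; plate controls were vehicle for no effect and reference inhibitor for full effect; nearly all actives have a fitted effect of over 55% in size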
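Purified P. pyralis luciferase, 10 nM final, with Km-level 10 uM D-luciferin and 10 uM ATP in 50 mM Tris acetate pH 7.5, 10 mM Mg acetate, 0.01% Tween-20, 0.05% BSA; 6-point qHTS titration about 60 µM downward; luminescence read.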
Coupling enz: inhibits coupling enzyme system, counter-screen for aldolase hits. 0.67% of 290,000 active. coupling enzyme system counterscreen, AmpLite Red fluorescence. activity change, negative = inhibition, % at 58.2 µM, hits read low; in the data active = activity change below about -30%; note: % is set by controls: 0 for no effect and ±100 for the full control effect
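Final compound at 57.5 uM, incubated 10 min at RT with coupling enzyme reagent (glyceraldehyde-3-phosphate), then 20 min with substrate and AmpLite Red detection. Fluorescence read at 525/598 nm; tests interference with the coupling assay, not aldolase inhibition.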
* hit, by the source's call; ? = inconclusive; . = not tested or not shown; [ ] = remark or other dose. Unless noted, calls come from the whole dose curve; as a rule, active = well fitted curve in the direction sought with a large enough effect; inconclusive = small, poorly fitted or top-dose-only effect, or another doubt; inactive = no such curve, though single readings can be large; an effect the other way counts as inactive or inconclusive. Random draw from the library; 14% or so of the library scored in one or more.

1: CC(=O)Nc1ccc2nc(NC(=O)c3ccc([N+](=O)[O-])o3)sc2c1
2: CC1C(=O)Nc2ccccc2N1C(=O)c1ccccc1 (stereo not given)
3: O=S(=O)(c1ccc(Cl)cc1Br)N1CCCCC1
4: Cc1cnnc2ccc3c(no[n+]3[O-])c12
5: C=CCC(CC=C)(NC(=O)c1ccccc1C)c1ccccc1
6: COc1cc(/C=C/C(=O)OCC(=O)Nc2ccc(C)c(S(=O)(=O)N3CCCCC3)c2)ccc1O
7: CN(CC(=O)Nc1ccccc1Br)C(=O)CNC(=O)c1ccc2c(c1)OCO2
8: O=C(O)Cc1ccc(C(=O)c2cccs2)s1
9: CN1C(=O)/C(=C/c2cccc(Cl)c2)Sc2ccc(C(=O)N3CCCC3)cc21
10: O=P(O)(CCc1ccccc1)CN1CCCCC1

Assay by compound,1,2,3,4,5,6,7,8,9,10
NPC1 prom act,12.1%,-1.9%,-2.9%,-4.6%,-4.0%,-6.5%,-4.9%,-2.2%,-13.1%,5.2%
Giardia killer,2.5,-2.4,8.1,19.8,-0.1,9.8,-2.2,0.3,?,8.6
Tb PFK block,-5.7%,-2.0%,0.2%,-1.9%,-2.7%,-0.5%,-2.2%,3.4%,0.1%,-0.7%
uPA surface inh,-5.2%,3.0%,.,1.1%,-1.2%,-4.3%,-10.9%,-1.0%,?,-9.4%
ELG1 genotox,-12.8%,-0.2%,7.0%,3.6%,-3.0%,-4.6%,3.0%,19.1%,-14.3%,0.9%
KCNH2 3.1 block,12.8,-7.6,-32.6,-0.8,-7.6,-6.8,-8.5,10.5,-28.2,1.8
Gal4-VP16 FLuc,10µM*,1.5%,-4.9%,2.8%,-7.4%,-19.4%,.,-5.8%,-5.7%,.
RORg inh,?,6.6%,-17.8%,-14.4%,6.0%,?,.,-6.6%,23.5%,38.5%[0.365 µM]
Rab9 promoter act,15.8%,12.2%,0.4%,2.5%,2.3%,-5.1%,0.9%,2.0%,-4.3%,0.3%
FLuc modulator,21.3µM*,-5.0%,0.3%,0.6%,-0.3%,?,1.6%,-19.8%,-14.8%,0.8%
Coupling enz,-1.1,0.8,-0.2,-5.6,0.6,-0.6,.,8.0,.,-4.8

Reformatted with values under each structure: part of the list above.
Order of values: NPC1 prom act, Giardia killer, Tb PFK block, uPA surface inh, ELG1 genotox, KCNH2 3.1 block, Gal4-VP16 FLuc, RORg inh, Rab9 promoter act, FLuc modulator, Coupling enz
2: CC1C(=O)Nc2ccccc2N1C(=O)c1ccccc1 (stereo not given)
    -1.9%, -2.4, -2.0%, 3.0%, -0.2%, -7.6, 1.5%, 6.6%, 12.2%, -5.0%, 0.8
3: O=S(=O)(c1ccc(Cl)cc1Br)N1CCCCC1
    -2.9%, 8.1, 0.2%, ., 7.0%, -32.6, -4.9%, -17.8%, 0.4%, 0.3%, -0.2
4: Cc1cnnc2ccc3c(no[n+]3[O-])c12
    -4.6%, 19.8, -1.9%, 1.1%, 3.6%, -0.8, 2.8%, -14.4%, 2.5%, 0.6%, -5.6
5: C=CCC(CC=C)(NC(=O)c1ccccc1C)c1ccccc1
    -4.0%, -0.1, -2.7%, -1.2%, -3.0%, -7.6, -7.4%, 6.0%, 2.3%, -0.3%, 0.6

Three compounds out of the list above, arranged by their value in NPC1 prom act, smallest number first.
entry	structure	NPC1 prom act
9	CN1C(=O)/C(=C/c2cccc(Cl)c2)Sc2ccc(C(=O)N3CCCC3)cc21	-13.1%
7	CN(CC(=O)Nc1ccccc1Br)C(=O)CNC(=O)c1ccc2c(c1)OCO2	-4.9%
1	CC(=O)Nc1ccc2nc(NC(=O)c3ccc([N+](=O)[O-])o3)sc2c1	12.1%

(next part)
11: Cc1ccccc1NC(=O)c1ccccc1-c1ccccc1
12: COc1ccc(-c2nn3c(-c4ccccc4)nnc3s2)cc1OC
13: Cc1cc(C)cc(C(=O)NC2C(=O)N3C(C(=O)O)=C(CSc4nnc(C)s4)CSC23)c1 (stereo not given)
14: CN1CCN(C(c2cccc(Cl)c2)c2ccccc2Cl)CC1 (stereo not given)
15: Cc1ccc(NC(=S)N(CCCN2CCOCC2)Cc2ccco2)cc1C
16: O=c1[nH]nc(-c2ccc(NCCO)c([N+](=O)[O-])c2)c2ccccc12
17: COC(=O)C(=O)C/C(=N/Nc1ncnc2ccccc12)c1ccc(Cl)cc1
18: CCN(C(=O)Cn1cc(C(C)=O)c2ccccc21)c1ccccc1
19: O=S(=O)([N-]c1nc2ccccc2nc1-n1cc[n+](Cc2ccccc2)c1)c1ccc(Cl)cc1
20: COC(=O)C1NN=C(C(=O)c2ccccc2)C1c1ccccc1 (stereo not given)
21: CCn1nnc(-c2ccccc2NS(=O)(=O)c2ccc(S(=O)(=O)N(C)C3CCCCC3)cc2)n1
22: CCN1C(=O)c2cccc3c(Cl)ccc(c23)C1=O
23: O=C(COc1ccccc1Cl)Nc1ccc(C(=O)N2CCCCC2)cc1

Assay by compound,11,12,13,14,15,16,17,18,19,20,21,22,23
NPC1 prom act,-5.4%,1.0%,-0.4%,-0.2%,3.3%,-5.6%,-7.4%,-5.1%,-0.3%,-3.9%,-3.2%,-8.6%,-4.1%
Giardia killer,-9.5,-5.9,6.6,-9.8,-8.8,2.1,-7.1,14.4,4.6,0.2,-3.5,-7.1,-8.4
Tb PFK block,0.8%,1.6%,-0.6%,1.6%,-3.7%,6.7%,0.7%,-10.9%,0.9%,-4.2%,0.1%,1.8%,0.1%
uPA surface inh,-0.7%,.,-12.7%,-1.6%,-1.8%,-4.0%,.,-9.3%,-1.7%,5.5%,6.8%,-3.4%,-0.6%
ELG1 genotox,0.4%,10.3%,6.7%,-7.2%,-1.1%,5.2%,4.8%,-1.9%,23.6%,-2.2%,0.1%,2.5%,-1.5%
KCNH2 3.1 block,20.9,12.0,-20.8,-22.9,3.5,18.9,1.7,-18.5,-42.5,-4.3,-14.6,7.0,15.1
Gal4-VP16 FLuc,-1.0%,-17.2%,-17.8%,-2.8%,?,12.5%,?,-2.1%,2.5%,5.5%,1.0%,4.5%,3.3%
RORg inh,7.4%,-16.9%,-26.0%,-21.8%,?,27.6%,11.2µM*,35.1%,6.1%,23.0%,-15.9%,13.8%,?
Rab9 promoter act,0.6%,0.0%,0.3%,0.1%,-0.4%,-6.2%,-1.3%,-9.7%,-7.3%,-1.8%,0.5%,-7.8%,3.8%
FLuc modulator,3.7%,-11.1%,?,8.2%,-2.6%,1.4%,9.53µM*,-0.4%,-1.7%,5.1%,2.1%,-1.8%,-15.5%
Coupling enz,1.8,5.2,-0.9,3.2,0.2,2.3,-2.0,0.3,3.0,2.4,-0.2,3.2,1.0
